# Tn7 DDE FP: inhibitors of Tn7 peptide binding to human fibrin DD(E); P02675; FP displacement of FITC-Tn7 peptide from fibrin DD(E); 0% = median of compound wells per plate; inhibition, % at 8.3 µM; 0.13% of 370,000 active;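 active = inhibition above the mean of compounds falling within the control limits plus 3 SD of them, cut at about 14% in these data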;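 note: 0% = plate median of compound wells and 100% = 10 µM Aha-Tn7 peptide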
#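 Measure: % inhibition scaled between sample-field median and high-control FP; Test system: human fibrin DD(E); Quantity: 2 µM final DD(E) protein; Doses: one dose, 8.3 µM nominal; Schedule: compound with protein 10 min, then 3 h after probe, room temperature; Detection: fluorescence polarization; Medium: Tris buffer with calcium and detergent, pH 7.8.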
# PG9 binder: small molecules binding HIV-1 gp120 antibody PG9; inhibition, % at 6.7 µM; 0.43% of 360,000 active; TR-FRET gp120-PG9 antibody binding; AID 624416; in the data active = inhibition above about 8.5%
# UHRF1 MBD2 ctr: blocks human UHRF1 binding to methylated DNA | AID 687016 | inhibition, % at 4.4 µM | 0.75% of 370,000 active | UHRF1 binding to methylated oligo, TR-FRET; in the data active = inhibition above about 21%;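 note: UHRF1 SRA domain binding a hemimethylated CpG hairpin DNA probe; 0% = median of test compound wells and 100% = reference inhibitor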
# HTRA1 inhibitor: inhibitors of human serine peptidase HTRA1 | Q92743 | 0.5% of 340,000 active | recombinant HTRA1, FP-rhodamine activity-based probe, fluorescence polarization | inhibition, % at 5.96 µM; in the data active = inhibition above about 36%;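 note: 0% = enzyme with DMSO and 100% = wells lacking enzyme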
# TDP2 inh: TDP2 (human) inhibition, absorbance primary screen; O95551; recombinant TDP2, T5PNP hydrolysis, p-nitrophenol absorbance 415 nm; inhibition, % at 12.8 µM; 0.34% of 370,000 active; AID 720702;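 active = inhibition above the mean of all tested compounds plus 3 SD, set per campaign, cut at about 25% in these data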;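 note: 0% = DMSO with enzyme and 100% = buffer with substrate but no TDP2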
# Target sequence (O95551 whole entry, looked up): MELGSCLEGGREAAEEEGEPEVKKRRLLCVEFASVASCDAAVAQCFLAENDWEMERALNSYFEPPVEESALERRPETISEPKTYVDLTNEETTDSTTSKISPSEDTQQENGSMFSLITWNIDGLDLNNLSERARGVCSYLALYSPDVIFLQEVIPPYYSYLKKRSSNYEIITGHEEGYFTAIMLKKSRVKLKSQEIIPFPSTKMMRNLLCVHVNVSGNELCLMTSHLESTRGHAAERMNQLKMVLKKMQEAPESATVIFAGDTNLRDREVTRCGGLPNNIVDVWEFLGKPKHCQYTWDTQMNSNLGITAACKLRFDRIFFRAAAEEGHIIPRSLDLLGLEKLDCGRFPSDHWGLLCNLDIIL
#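 Assay system: recombinant human TDP2 / Reagent: T5PNP substrate at 5 mM, a TopII-DNA adduct mimic / Measured by: epi absorbance from released p-nitrophenol / Evaluation: % inhibition relative to enzyme-containing and enzyme-free wells / Control set: enzyme-free and DMSO wells / Replicates: each compound tested once, singlicate / Schedule: enzyme reaction with compound for 2 h at 37 °C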
# LEDGF integ inh: blocks HIV-1 LEDGF/p75-dependent DNA integration; AID 743269; inhibition, % at 3.7 µM; 0.64% of 370,000 active; TR-FRET IN-LEDGF/p75 DNA integration, Eu/Cy5;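 active = inhibition above the screen-wide mean plus 3 SD, cut at about 13% in these data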;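 note: signal is the Cy5 over europium emission ratio at 671 and 618 nm; 0% = plate median of compound wells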
# SIAE inh: human SIAE inhibition, primary screen; Q9HAT2; SIAE FP-Rh probe binding, fluorescence polarization; inhibition, % at 9.66 µM; 0.69% of 370,000 active; AID 1053197;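 active = inhibition above a cutoff: mean of compounds within the control limits plus 3 SD of those, cut at about 17% in these data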;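 note: 0% = plate median of compound wells and 100% = probe without SIAE protein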
# mABHD4 FP: ABHD4 (mouse) inhibition, primary FP screen. purified mABHD4, FP-Rh probe fluorescence polarization. inhibition, % at 8.92 µM. 0.54% of 370,000 active. AID 720543. Q8VD66;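 active = inhibition exceeding the mean over every tested compound plus 3 SD, cut at about 30% in these data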;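 note: 0% = plate median of compound wells and 100% = S159A mutant with DMSO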
#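 assay system = mABHD4 protein | compound dosing = single nominal dose of 8.92 µM, 0.89% DMSO final | read-out basis = percent inhibition of probe binding, normalized to plate controls | schedule = Enzyme–compound pre-incubation 45 min, then probe 60 min, both 25 °C | detection = fluorescence polarization, excitation 525 nm, emission 598 nm, BODIPY TMR filters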
# PRMT1 inh: PRMT1 (human) inhibition, primary screen. Q99873. 1.3% of 370,000 active. recombinant PRMT1, activity-based probe fluorescence polarization. inhibition, % at 2.79 µM. AID 652257;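 active = inhibition above about 21% made by adding two undisclosed values, limit read from the data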
# Target sequence (Q99873 whole entry, looked up): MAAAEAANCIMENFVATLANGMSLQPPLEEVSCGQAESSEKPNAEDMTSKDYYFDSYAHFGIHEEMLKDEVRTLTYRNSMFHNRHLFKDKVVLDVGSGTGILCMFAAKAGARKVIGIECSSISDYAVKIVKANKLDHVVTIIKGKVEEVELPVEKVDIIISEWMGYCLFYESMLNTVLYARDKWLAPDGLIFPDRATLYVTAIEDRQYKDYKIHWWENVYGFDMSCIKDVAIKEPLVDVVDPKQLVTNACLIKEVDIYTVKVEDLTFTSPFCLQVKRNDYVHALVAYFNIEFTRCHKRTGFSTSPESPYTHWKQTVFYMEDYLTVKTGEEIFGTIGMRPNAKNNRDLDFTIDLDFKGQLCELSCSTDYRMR
# TCR-CD3 inh: inhibitors of human TCR-CD3 interaction; TAMRA-labeled TCR probe fluorescence, biochemical; inhibition, % at 9.4 µM; 0.37% of 360,000 active; AID 651800; in the data active = inhibition above about 19%;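 note: recombinant mutant TCR 2C K166C tagged with TAMRA read by polarization; 0% = receptor in buffer alone and 100% = receptor with positive control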
# Starred values were filed as active, the others as inactive; . = not tested or not shown. Compounds as they come. About 4.2% of those tested had a hit in this group.
SMILES,Tn7 DDE FP,PG9 binder,UHRF1 MBD2 ctr,HTRA1 inhibitor,TDP2 inh,LEDGF integ inh,SIAE inh,mABHD4 FP,PRMT1 inh,TCR-CD3 inh
Nc1ncnc2c1ncn2[C@@H]1O[C@H](CNC(=O)[C@@H](N)CO)[C@@H](O)[C@H]1O,-4,-1.0,1,2,-5,2,-2,-1,1,-4
CCN(C(=O)CSc1nnc(CNc2cccc(OC)c2)n1C1CCCCC1)C1CCS(=O)(=O)C1 (stereo not given),7,0.0,3,2,-1,-1,11,0,1,3
c1ccc(-c2nc3ccccc3[nH]2)cc1,-4,0.2,-1,-2,6,1,-5,0,-3,4
COC(=O)[C@]12C[C@H](CC(=O)NCc3cccs3)C(=O)N(Cc3ccccc3)C1=C[C@H](C(C)C)O[C@@H]2C1CC1,-5,-2.6,1,.,-5,1,0,-7,1,-3
Cc1ccc(CON=C2CCN(c3ncc(C(F)(F)F)cc3Cl)CC2)cc1,6,1.1,1,11,-8,-2,1,5,1,4
CSc1nc2c(cc1C#N)CCC2,-2,-0.4,0,2,2,9,5,-5,-3,2
COc1ccc(OC)c(NC(=O)c2ccc(NC3=NC4CS(=O)(=O)CC4S3)cc2)c1 (stereo not given),-7,1.1,1,6,12,-2,-3,9,0,-7
CC(C)NC(=O)C1(C)CSCC(=O)N1CCOc1ccccc1 (stereo not given),-10,-0.3,-1,.,-6,6,3,-7,-5,-26
Cc1ccccc1CSCC(=O)Nc1c(C)n(C)n(-c2ccccc2)c1=O,-4,-0.9,5,5,2,2,4,6,-1,1
Cc1csc(=O)n1CC(=O)OCC(=O)c1c(N)n(C)c(=O)n(C)c1=O,-2,-1.1,3,-3,-8,4,-7,-8,-3,-5
O=c1ccc(-c2ccccc2)nn1Cc1ccc(Cl)cc1,6,-2.0,-2,-19,12,-3,-4,-8,-4,0
CC(=O)c1nc2ccccc2n1S(=O)(=O)c1ccc(C)cc1,-4,-0.7,-2,-4,1,2,3,-2,0,5
CCOC(=O)N1CCN(C(=O)CSc2nnc(Cc3cccn3C)n2CCc2ccccc2)CC1,-4,-1.5,1,5,-7,4,15,1,7,-4
O=C(NCc1cccc(Cl)c1)c1ccc2c(c1)OCCO2,3,-2.0,1,-1,8,0,9,2,3,5
Cc1cccc(NC(=O)c2ccc(C(=O)c3ccccc3)o2)c1,1,2.0,-2,-6,17,-3,-1,-3,0,-2

# Compound profiles, as listed above. Values in the order: Tn7 DDE FP	PG9 binder	UHRF1 MBD2 ctr	HTRA1 inhibitor	TDP2 inh	LEDGF integ inh	SIAE inh	mABHD4 FP	PRMT1 inh	TCR-CD3 inh
# Listed for `Nc1ncnc2c1ncn2[C@@H]1O[C@H](CNC(=O)[C@@H](N)CO)[C@@H](O)[C@H]1O` = -4	-1.0	1	2	-5	2	-2	-1	1	-4
# Listed for `COC(=O)[C@]12C[C@H](CC(=O)NCc3cccs3)C(=O)N(Cc3ccccc3)C1=C[C@H](C(C)C)O[C@@H]2C1CC1` = -5	-2.6	1	.	-5	1	0	-7	1	-3

# Further records follow:
SMILES,Tn7 DDE FP,PG9 binder,UHRF1 MBD2 ctr,HTRA1 inhibitor,TDP2 inh,LEDGF integ inh,SIAE inh,mABHD4 FP,PRMT1 inh,TCR-CD3 inh
Nn1c(SCC(=O)Nc2ccc(N3CCOCC3)cc2)nnc1-c1cccc(F)c1,7,-2.2,4,8,-11,-9,1,4,5,-2
O=C(NCCC(F)(F)F)C1Cc2c(-c3ccccc3Oc3ccccc3)ccnc2O1 (stereo not given),1,0.9,0,.,3,-5,2,3,2,-1
O=C(CN(C(=O)CNC(=O)c1cccs1)c1cccc(F)c1)NC1CCCC1,4,-0.9,2,-1,-2,-4,-7,-1,3,-3
O=C(Nc1ccccc1Cl)N1CCCN(c2nc(-c3ccccc3)ns2)CC1,5,-0.2,2,-30,-7,-3,-18,-21,2,-11
COC(=O)CNC(=O)c1ccccc1,8,1.2,-1,-3,-3,-2,7,0,0,1
C[C@H]1CN=C2N(CCNC(=O)CCC3CCCCC3)[C@H](Cc3ccc(O)cc3)CN21,0,0.4,4,-2,-15,4,-3,-9,2,-6
COCC1OC(OC(C)C(O)c2cnc3nc(N)[nH]c(=O)c3n2)C(O)C(OC)C1O (stereo not given),2,0.8,8,.,-5,1,-13,4,-3,9
CC1(C)Cc2c(sc(NC(=O)C(=O)N3CCOCC3)c2C(N)=O)CO1,3,1.1,-1,-6,-2,-2,10,6,4,-8

# Among those listed so far, seven contain a halogen:
SMILES,Tn7 DDE FP,PG9 binder,UHRF1 MBD2 ctr,HTRA1 inhibitor,TDP2 inh,LEDGF integ inh,SIAE inh,mABHD4 FP,PRMT1 inh,TCR-CD3 inh
Cc1ccc(CON=C2CCN(c3ncc(C(F)(F)F)cc3Cl)CC2)cc1,6,1.1,1,11,-8,-2,1,5,1,4
O=c1ccc(-c2ccccc2)nn1Cc1ccc(Cl)cc1,6,-2.0,-2,-19,12,-3,-4,-8,-4,0
O=C(NCc1cccc(Cl)c1)c1ccc2c(c1)OCCO2,3,-2.0,1,-1,8,0,9,2,3,5
Nn1c(SCC(=O)Nc2ccc(N3CCOCC3)cc2)nnc1-c1cccc(F)c1,7,-2.2,4,8,-11,-9,1,4,5,-2
O=C(NCCC(F)(F)F)C1Cc2c(-c3ccccc3Oc3ccccc3)ccnc2O1 (stereo not given),1,0.9,0,.,3,-5,2,3,2,-1
O=C(CN(C(=O)CNC(=O)c1cccs1)c1cccc(F)c1)NC1CCCC1,4,-0.9,2,-1,-2,-4,-7,-1,3,-3
O=C(Nc1ccccc1Cl)N1CCCN(c2nc(-c3ccccc3)ns2)CC1,5,-0.2,2,-30,-7,-3,-18,-21,2,-11
